# High-throughput results deposited in PubChem by National Center for Advancing Translational Sciences (NCATS).
# USP2a block: qHTS Assay for Inhibitors of Ubiquitin-specific Protease USP2a Using CHOP2 as the Reporter | USP2 core, Ub-CHOP2 coupled fluorogenic reporter, 485/531 | 0.01% of 330,000 active | Potency, µM (top dose mostly 38.3 µM), for inactives: top-dose activity change, negative = inhibition, most hits filed as inhibitors | Ubiquitin carboxyl-terminal hydrolase 2 (Homo sapiens), O75604;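 note: potency is the fitted concentration of half-maximal effect; plate controls were DMSO wells for no effect and full inhibition by NEM control for full effect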
#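 Deubiquitinase activity read as fluorescence (485/531 nm) after Ub-CHOP2 cleavage activates the enterokinase reporter on its substrate; USP2 core 10nM, Ub-CHOP2 and substrate 25nM each, 30min compound preincubation then 60min RT; data normalized to NEM, curves fitted.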
# Integrin act MD: qHTS for Activators of Integrin-Mediated Alleviation for Muscular Dystrophy. Potency, µM (top dose mostly 38.3 µM), for inactives: at the highest dose activation, most hits filed as activators. 0.064% of 350,000 active. AID 624291, 2012. alpha7betagal myoblasts, beta-gal FDG fluorescence, 48 h;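 note: potency is the fitted concentration of half-maximal effect; 100% = response of the positive control SU9516; nearly all actives have a fitted effect of over 60% in size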
#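 Alpha7betagal+/- myoblasts (passage 13) were plated 16-24 hr, then exposed to compounds (1:260 dilution of DMSO stock) for 48 hours at 37C. After MPER lysis, β-galactosidase reporter activity was read as FDG fluorescence (ex 480/em 540) after 30 minutes.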
# p53 reactivation: qHTS assay for re-activators of p53 using a Luc reporter | H1299 p53-A138V BP100-luciferase reporter, luminescence, 24 h | Potency, µM (highest dose often 92.2 µM), for inactives: top-dose activity change, positive = activation, actives largely listed as activators | 0.063% of 320,000 active; note: potency is the fitted concentration of half-maximal effect; % of control where 0% means no effect; nearly all actives have a fitted effect of over 45% in size
#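 H1299 (p53-null), stable ts p53-A138V + BP100-Luc; 1000 cells/well, Opti-MEM/10% FBS; cpd 4 pt, 1:5; 24 h, 37 deg C, 5% CO2; detection reagent 10 min RT; luminescence.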
# BRCA1 expr act: qHTS Assay to Identify Small Molecule Activators of BRCA1 Expression | MCF7-BRCA1-FFLuc reporter, luminescence, 48 h; response scale: scaled: vehicle 0%, 10 µM genistein 100% | Potency, µM (series often up to 46.1 µM), for inactives: at the highest dose activation, most hits filed as activators | 1.1% of 380,000 active | AID 624202, 2012; note: potency is the fitted concentration of half-maximal effect; nearly all actives have a fitted effect of over 80% in size; some results filed as inactive show a strong effect at the top dose
#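 Activators of BRCA1 expression were detected as increased firefly luciferase luminescence in engineered MCF7 cells after 48 h compound incubation. Signals were scaled to genistein 10 microM as full activation.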
# uPA generation: qHTS for Inhibitors of Cell Surface uPA Generation; cell surface uPA generation assay, qHTS; Potency, µM (doses to about 38.3 µM), for inactives: top-dose activity change, negative = inhibition, usual class: inhibitors; 0.31% of 330,000 active; AID 540303, 2011; active = well fitted inhibition curve with a large enough effect; inconclusive = small, poorly fitted or top-dose-only effect; inactive = no such curve, though single readings can be large or run the other way; tested in mouse RAW 264.7 cells; note: potency is the fitted concentration of half-maximal effect; % is set by controls: 0 for no effect and ±100 for the full control effect; nearly all actives have a fitted effect of over 55% in size
# TRPV1 agonist: HTS Assay for Compounds that Act as Agonists of the Vanilloid Receptor 1. Transient receptor potential cation channel subfamily V member 1 (Homo sapiens), Q8NER1. TRPV1-expressing cells, Fluo-8 calcium influx, agonist mode. activation, % at 8.33 µM. 0.19% of 320,000 active. AID 540275, 2011; in the data active = activation above about 80%; inconclusive = between about 30% and that limit; note: 0% is about no effect
#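 TRPV1-expressing cells were cultured overnight at 35.5C and loaded with Fluo-8 calcium dye for 40 to 90 min at room temperature. After a 10 s baseline, compound was added and calcium influx was read kinetically for 3 min (ex 480/em 520 nm).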
# S-ASM inh: Inhibitors of Secretory Acid Sphingomyelinase (S-ASM): qHTS. Potency, µM (highest dose often 57.5 µM), inactives show top-dose activity change, negative = inhibition, usual class: inhibitors. 0.006% of 340,000 active. placental ASM, HMU-PC fluorogenic substrate, 60 min. Sphingomyelin phosphodiesterase (Homo sapiens), P17405; note: potency is the fitted concentration of half-maximal effect
# Target sequence (P17405 47-631 limits assumed): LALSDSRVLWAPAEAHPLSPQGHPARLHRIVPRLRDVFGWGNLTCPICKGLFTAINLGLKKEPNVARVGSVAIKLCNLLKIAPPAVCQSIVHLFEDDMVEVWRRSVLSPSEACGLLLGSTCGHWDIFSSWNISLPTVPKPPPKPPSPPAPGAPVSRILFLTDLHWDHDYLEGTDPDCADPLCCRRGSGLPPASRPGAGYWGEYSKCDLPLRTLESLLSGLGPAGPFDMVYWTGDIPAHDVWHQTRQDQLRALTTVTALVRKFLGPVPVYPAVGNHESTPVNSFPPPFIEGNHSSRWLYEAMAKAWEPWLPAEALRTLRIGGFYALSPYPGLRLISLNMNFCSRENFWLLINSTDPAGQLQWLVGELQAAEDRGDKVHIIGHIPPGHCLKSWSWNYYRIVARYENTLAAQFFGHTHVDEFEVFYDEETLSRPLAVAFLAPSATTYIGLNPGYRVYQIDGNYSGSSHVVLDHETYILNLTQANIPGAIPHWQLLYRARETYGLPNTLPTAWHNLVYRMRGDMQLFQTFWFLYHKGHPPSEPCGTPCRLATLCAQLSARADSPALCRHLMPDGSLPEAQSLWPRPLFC
#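 Fluorogenic HMU-PC substrate (9 uM final) is turned over by placental ASM in 60 min at 37 C after a 10 min compound preincubation. Reaction ended by alkaline stop (pH 10), with fluorescence read at 386/447 nm.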
# Eya2 inh: qHTS Assay for Inhibitors of the Phosphatase Activity of Eya2; Protein phosphatase EYA2 (Homo sapiens), O00167; recombinant Eya2, OMFP fluorescence dephosphorylation (OMFP is methylfluorescein phosphate); Potency, µM (doses to about 76.9 µM), without a hit: at the highest dose activity, negative = inhibition, actives largely listed as inhibitors; 0.006% of 330,000 active; AID 488837, 2010; note: potency is the fitted concentration of half-maximal effect; % is set by controls: 0 for no effect and ±100 for the full control effect
#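 Eya2 protein (added as 0.2 uM solution) was preincubated with compound for 10 min at ambient temperature in 50 mM HEPES pH 7.5, 50 mM NaCl, 5 uM MgCl2, 0.05% BSA, 1 mM DTT. OMFP (added at 50 uM) then reacted 10 min; fluorescence read at 485/525 nm.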
# B2AR arrestin: qHTS assay of beta-arrestin-biased ligands of beta2-adrenergic receptor; Beta-2 adrenergic receptor (Homo sapiens), P07550; beta-arrestin recruitment to beta2AR, cell-based reporter; Potency, µM (top dose mostly 46.1 µM), for inactives: at the top dose activation, most hits filed as activators; 0.02% of 330,000 active;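 note: potency is the fitted concentration of half-maximal effect; 0% = DMSO controls and full agonism = EC100 isoproterenol or metaproterenol; nearly all actives have a fitted effect of over 65% in size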
# Target sequence (P07550 whole entry, looked up): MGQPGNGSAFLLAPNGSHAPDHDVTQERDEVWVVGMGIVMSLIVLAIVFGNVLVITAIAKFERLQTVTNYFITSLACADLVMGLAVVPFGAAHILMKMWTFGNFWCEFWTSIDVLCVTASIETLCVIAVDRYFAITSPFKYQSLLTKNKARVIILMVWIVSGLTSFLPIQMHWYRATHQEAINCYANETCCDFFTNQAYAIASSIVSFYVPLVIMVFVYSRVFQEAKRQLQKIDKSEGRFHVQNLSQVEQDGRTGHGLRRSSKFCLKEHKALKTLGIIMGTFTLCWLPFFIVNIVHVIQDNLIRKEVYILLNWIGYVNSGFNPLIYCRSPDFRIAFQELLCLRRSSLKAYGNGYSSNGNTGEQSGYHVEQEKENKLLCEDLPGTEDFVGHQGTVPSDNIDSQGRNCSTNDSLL
# PTAP TSG101 blk: qHTS Assay for Iinhibitors of HIV-1 Budding by Blocking the Interaction of PTAP/TSG101. Tumor susceptibility gene 101 protein (Homo sapiens), Q99816. Fluorescence polarization, FITC-PTAP peptide / Tsg101 binding. Potency, µM (series often up to 115 µM), inactives show at the top dose activity change, negative = inhibition, hits mostly inhibitors. 340,000 tested, under 10 active; active = well fitted inhibition curve with a large enough effect in the main read-out, with a control signal flat, not every such curve was filed as active; inconclusive = small, poorly fitted or top-dose-only effect, or effect the other way, or a change in a side signal; inactive = no such curve, though single readings can be large or run the other way; note: potency is the fitted concentration of half-maximal effect; % of control where 0% means no effect
#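 FP read-out: FITC-PTAP peptide, 50 nM final, binding Tsg101 binding domain, 10 uM final; 20 min, r.t.; 10 mM HEPES pH 7.5, 0.15 M NaCl, 0.01% Tween 20, 3 mM EDTA, 0.1 mM TCEP.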
# ELG1 genotox: qHTS screen for small molecules that induce genotoxicity in human embryonic kidney (HEK293T) cells expressing luciferase-tagged ELG1; 1.3% of 330,000 active; AID 504466, 2011; Potency, µM (doses to about 46 µM), for the others: at the highest dose activity change, positive = activation, hits mostly activators; HEK293T ELG1-luciferase reporter, luminescence, 16 h; note: potency is the fitted concentration of half-maximal effect; % of control where 0% means no effect; nearly all actives have a fitted effect of over 60% in size
#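 Screening used a luciferase reporter fused to human ELG1 in HEK293T cells. Luminescence was read on a CCD plate imager after 16 hr exposure and 30 min ONE-Glo incubation.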
# * marks the source's active call; other numbers are inactive results; ? = inconclusive; . = no result given; [ ] = another dose, or the depositor's remark. Unless noted, calls come from the whole dose curve; as a rule, active = well fitted curve in the direction sought with a large enough effect; inconclusive = small, poorly fitted or top-dose-only effect, or another doubt; inactive = no such curve, though single readings can be large; an effect the other way counts as inactive or inconclusive.
SMILES,Eya2 inh,USP2a block,Integrin act MD,TRPV1 agonist,BRCA1 expr act,PTAP TSG101 blk,uPA generation,p53 reactivation,B2AR arrestin,S-ASM inh,ELG1 genotox
O=S(=O)(c1ccc(Cl)nc1)N1CCCC1,-21%,6%,13%,.,6%,-2%,-4%,5%,-4.3%,1%,2%
CC(C)(C)C(=O)N1CCN(c2ccc(NC(=O)c3ccc4c(c3)OCCO4)cc2)CC1,0%,3%,-2%,6,-24%,-1%,-3%,-1%,0.2%,-3%,-28%
Cc1c(C(=O)O)oc2ccc(S(=O)(=O)N3CC(C)CC(C)C3)cc12 (configuration not stated),4%,4%,3%,-5,-21%,-14%,-8%,-6%,-0.1%,2%,-12%
O=C(O)CSCC(=O)NC1CCCc2ccccc21 (configuration not stated),-11%,0%,0%,0,5%,-4%,3%,-1%,0.2%,2%,0%
CCOc1ccc(NC(=O)c2cccnc2SC)cc1,-1%,3%,10%,1,?,0%,1%,3%,-0.9%,4%,11%
N#Cc1ccc(NC(=O)CN2C(=O)NC3(CCCC3)C2=O)cc1,-7%,3%,2%,1,-3%,0%,0%,-1%,0.0%,-6%,-2%
CCN(CC(=O)NCc1ccc(Cl)cc1)C(=O)c1ccc2cc(OC)ccc2c1,2%,1%,-32%,2,-7%,-3%,2%,4%,-0.4%,-2%,-13%
COC(=O)C(C)NC(=O)COc1ccc2ccccc2c1 (configuration not stated),-4%,3%,1%,2,-26%,1%,3%,5%,0.1%,2%,4%
COc1ccc(C2(C)NC(=O)N(CC(=O)N3CCc4ccccc43)C2=O)cc1OC (configuration not stated),-9%,4%,-10%,0,-11%,0%,-27%,-9%,-0.7%,4%,2%
Cc1ccc(CNC(=O)c2cc(-c3ccccc3)nn2CC2CC(c3cccc([N+](=O)[O-])c3)=NO2)cc1 (configuration not stated),.,.,-12%,.,-13%,-2%,2%,.,.,3%,.
CCC(C)N(C(=O)COC(=O)CCc1c[nH]c2ccccc12)C1CCS(=O)(=O)C1 (configuration not stated),5%,-4%,-20%,3,-5%,-2%,3%,0%,-0.3%,0%,2%
Cc1cc(C(C)(C)C)cc(S(=O)(=O)Nc2ccc(O)c(C(=O)O)c2)c1C,-6%,-5%,-21%[7.66 µM],6,7%,-4%,.,-3%,-1.0%,14%,1%

# The listing continues:
SMILES,Eya2 inh,USP2a block,Integrin act MD,TRPV1 agonist,BRCA1 expr act,PTAP TSG101 blk,uPA generation,p53 reactivation,B2AR arrestin,S-ASM inh,ELG1 genotox
Cc1ccccc1NC(=O)c1ccc(Cl)c(NC(=O)c2cccnc2)c1,-4%,5%,.,1,.,.,.,-3%,-0.5%,.,-5%
CC1(C)CN(C(=S)Nc2ccc(F)cc2F)C1=O,-3%,-1%,0%,?,-1%,1%,4%,3%,-0.1%,3%,-1%
COc1ccccc1NC(=O)Cc1ccsc1,-7%,1%,15%,2,19%,-2%,2%,-2%,4.8%,4%,1%
CCO[C@@H]1OC(C(=O)N2CCN(C)CC2)=C[C@H](c2ccc(C(F)(F)F)cc2)[C@H]1CCCO,-9%,5%,23%,3,14%,.,-7%,-2%,-0.7%,-2%,0%
O=[N+]([O-])c1ccc(NN=C(c2ccccc2)c2ccccc2)nc1,.,.,-3%,.,-45%,-1%,5%,.,.,7%,.
CC(C)(C)OC(=O)C[C@H]1C/C=C\C[C@@H](CC(=O)N[C@@H](CO)Cc2ccccc2)C(=O)NC[C@H](c2ccccc2)OC1=O,6%,4%,10%,.,-3%,-3%,5%,-1%,0.1%,2%,-3%
O=C(CSc1nnc(CNC(=O)c2cccs2)o1)c1ccc(Cl)cc1,5%,0%,-2%,3,0%,-4%,1%,7%,0.1%,-4%,-5%
O=[N+]([O-])c1ccccc1S(=O)(=O)Nc1cccc(-c2ccc(N3CCCC3)nn2)c1,-5%,-1%,14%,4,44%,-1%,-3%,15%,-0.1%,-1%,?
O=C(N/N=C/c1sc(N2CCOCC2)nc1-c1ccccc1)c1ccccc1O,-6%,-13%,-21%,?,-59%,8%,-1%,-10%,0.0%,13%,-9%
Cc1cccc(CSc2nnc(C)c(=O)n2N)c1,0%,5%,?,0,1%,-1%,3%,3%,-0.3%,3%,4%
Cn1ncc([N+](=O)[O-])c1C(=O)Nc1nc2ccccc2n1CCN1CCCCC1,-10%,3%,-10%,7,-13%,-1%,-3%,1%,3.5%,-2%,-1%
COCCN(C(=O)c1csnn1)C(C(=O)NC1CCCCC1)c1sccc1C (configuration not stated),-13%,-3%,1%,4,-3%,-6%,1%,-6%,0.1%,4%,10%

# (next part)
SMILES,Eya2 inh,USP2a block,Integrin act MD,TRPV1 agonist,BRCA1 expr act,PTAP TSG101 blk,uPA generation,p53 reactivation,B2AR arrestin,S-ASM inh,ELG1 genotox
Cc1nc(C)c(C(=O)N/N=C/c2cn(C)c3ccccc23)s1,-32%,3%,21%,1,-52%,-1%,-7%,-3%,7.8%,1%,1%
COCCSc1ncnc2c1oc1nc3c(cc12)COC(C)(C)C3,-10%,0%,-20%,-1,33%,-4%,?,10%,3.2%,-1%,12%
Cc1ccc(-c2cc(C(=O)Nc3cc(C)on3)no2)cc1,1%,-2%,5%,0,-3%,0%,-3%,-2%,0.3%,4%,10%
COc1ccc(/C=N/NC(=O)c2ccccc2O)cc1Cn1cc([N+](=O)[O-])cn1,-19%,1%,-19%,2,-2%,1%,2%,-3%,-0.7%,-6%,-5%
CCCNC(=O)NC(=O)CSc1ccc2c(c1)OCCO2,8%,1%,-33%,-1,-5%,-2%,0%,-1%,-0.2%,4%,0%
NC(=O)N/N=C/c1cc(Br)ccc1OC(=O)c1ccccc1,-6%,-1%,31%,-6,11%,-10%,-14%,-3%,-0.6%,9%,1%
COc1cc(/C=C/C(=O)NNc2c(F)c(F)cc(F)c2F)ccc1OC(F)F,-2%,-1%,-21%,-6,-16%,-3%,0%,-3%,0.3%,-2%,-2%
CC(=O)Oc1ccc2nc(/C=C/c3ccc(C=O)cc3)oc(=O)c2c1,-1%,0%,-5%,-2,0%,-6%,0%,.,0.3%,29%,3%
O=C1NC(=O)/C(=C/c2ccccc2Oc2ccc(Cl)cc2)S1,-12%,-1%,6%,-3,-26%,-9%,0%,1%,0.0%,-1%,-11%
CN(C(=O)CSc1nnc(C2CC2)n1-c1ccccc1)C1CCS(=O)(=O)C1 (configuration not stated),5%,2%,0%,1,-4%,-3%,2%,-5%,0.4%,0%,-2%
O=C(Nc1ccc(C(=O)N2CCOCC2)cc1)c1ccccc1[N+](=O)[O-],3%,3%,4%,-1,1%,0%,19%,?,-0.5%,1%,-7%
O=C(CCCc1ccccn1)c1ccccc1,.,.,0%,.,-13%,-1%,?,.,.,1%,.

# Looked up above.
# B2AR arrestin, `CN(C(=O)CSc1nnc(C2CC2)n1-c1ccccc1)C1CCS(=O)(=O)C1` (configuration not stated) reads 0.4%
# p53 reactivation, `N#Cc1ccc(NC(=O)CN2C(=O)NC3(CCCC3)C2=O)cc1` reads -1%
# B2AR arrestin, `O=[N+]([O-])c1ccccc1S(=O)(=O)Nc1cccc(-c2ccc(N3CCCC3)nn2)c1` reads -0.1%
# p53 reactivation, `COCCSc1ncnc2c1oc1nc3c(cc12)COC(C)(C)C3` reads 10%

# 2 entries picked at random from those above:
SMILES,Eya2 inh,USP2a block,Integrin act MD,TRPV1 agonist,BRCA1 expr act,PTAP TSG101 blk,uPA generation,p53 reactivation,B2AR arrestin,S-ASM inh,ELG1 genotox
COCCSc1ncnc2c1oc1nc3c(cc12)COC(C)(C)C3,-10%,0%,-20%,-1,33%,-4%,?,10%,3.2%,-1%,12%
NC(=O)N/N=C/c1cc(Br)ccc1OC(=O)c1ccccc1,-6%,-1%,31%,-6,11%,-10%,-14%,-3%,-0.6%,9%,1%
